Screens from PubChem.
SUMO HTRF inh: inhibitors of in vitro SUMOylation cascade, primary screen, biochemical, HTRF, uHTS; SUMO-conjugating enzyme UBC9 (Homo sapiens), P63279; HTRF SUMOylation assay, SAE1/SAE2 + UBC9; inhibition, % at 35 µM; 290,000 compounds, 0.36% hits; in the data active = inhibition above about 50%, passing the limit was not always enough; note: strong numbers were not always called active
Target sequence (P63279 whole entry, looked up): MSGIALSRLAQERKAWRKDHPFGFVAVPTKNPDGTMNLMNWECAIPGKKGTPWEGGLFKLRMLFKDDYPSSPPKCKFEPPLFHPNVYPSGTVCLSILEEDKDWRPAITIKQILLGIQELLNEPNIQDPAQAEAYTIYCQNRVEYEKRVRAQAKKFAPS
MEKK2mut PB1 HTS: MEK5 binding signal on mutant MEKK2 PB1, primary screen, biochemical, multiplex bead flow cytometry, Alexa488-MEK5 | Alexa488-MEK5 binding to MEKK2 mutant | percent response, % at 10 µM | 290,000 compounds, 0.35% hits | AID 1530, 2009; in the data active = percent response above about 24%, passing the limit was not always enough; note: inactives centre near 1; some results filed as inactive read as strong as hits; reference of the scale not given here
VIM-2 inh: VIM-2 metallo-beta-lactamase inhibitors, primary screen, biochemical, epi-absorbance readout, Pseudomonas aeruginosa enzyme; purified VIM-2, nitrocefin hydrolysis, epi-absorbance fluorescence; inhibition, % at 5.6 µM; 290,000 compounds, 0.89% hits; AID 1527, 2009;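 active = inhibition above the mean of all tested compounds plus 3 SD, cutoff set per screening run, cut at about 7.5% in these data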;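 note: red hydrolysis product quenches plate fluorescence so inhibitors raise well fluorescence; 0% = enzyme with DMSO and 100% = DMSO without enzyme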
NS3 helicase inh: inhibitors of HCV NS3 helicase, primary screen, biochemical, Cy5 molecular beacon fluorescence; Hepatitis C virus NS3 helicase; NS3 helicase DNA unwinding; inhibition, % at 10.9 µM; 290,000 compounds, 0.56% hits; AID 1800, 2009;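 active = inhibition above the mean of all tested compounds plus 3 SD, set per campaign, cut at about 35% in these data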;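 note: 0% = DMSO wells and 100% = thioflavine S control wells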
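Test system: hepatitis C virus NS3 helicase domain fragment enzyme. Also added: annealed dual-labelled DNA beacon duplex, ATP-started. Timing: 60 min unwinding reaction at 25 °C after ATP addition. Technique: Cy5 fluorescence. Measure: % inhibition of unwinding.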
DNA FID counter: compounds displacing fluorescent DNA intercalator, primary screen, artefact control for HCV NS3 helicase inhibitor project, biochemical, FID fluorescence. DNA fluorescent intercalator displacement. inhibition, % at 7.9 µM. 290,000 compounds, 0.17% hits. AID 1845, 2009; in the data active = inhibition above about 37%;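 note: 0% = vehicle and 100% = reference compound; higher means more ethidium bromide displaced from hairpin DNA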
NALP1 yeast inh: NALP1 inflammasome inhibitors in reconstituted yeast, colorimetric, S. cerevisiae, triplicate retest; inhibition, % at 10 µM; 280,000 compounds, 0.61% hits; AID 2071, 2009; S. cerevisiae NALP1/ASC/caspase-1 growth, X-gal OD620, 72 h; in the data active = inhibition mostly above about 24%, no sharp cut-off; inactive = mostly below about 32%; note: some compounds called inactive have numbers as strong as hits
MEKK2 WT-MEK5: modulators of MEK5 binding to wildtype MEKK2, primary screen, biochemical, multiplex bead flow cytometry, Alexa488-MEK5; AID 1531, 2009; 290,000 compounds, 1.1% hits; binding response (% of control), % at 10 µM; Alexa488-MEK5 binding to MEKK2 WT; actives lie on both sides; Mitogen-activated protein kinase kinase kinase 2 (Homo sapiens), Q9Y2U5; in the data active = binding response below about 67% or above about 130%
PfM18AAP inh: PfM18AAP inhibitors, malaria aminopeptidase, primary screen, biochemical, QFRET, recombinant enzyme | M18 aspartyl aminopeptidase (Plasmodium falciparum 3D7) | AID 1822, 2009 | 290,000 compounds, 1.2% hits | inhibition, % at 7.35 µM | H-Glu-NHMec fluorogenic cleavage;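 active = inhibition above the campaign mean inhibition over all tested compounds plus 3 SD, cut at about 28% in these data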;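 note: 0% = plate median of test compound wells and 100% = 2 mM ZnCl2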
IMP-1 inh: IMP-1 metallo-beta-lactamase inhibitors, primary screen, biochemical, epi-absorbance readout, Pseudomonas aeruginosa enzyme | purified IMP-1, nitrocefin hydrolysis, epi-absorbance fluorescence | metallo-beta-lactamase IMP-1 (Pseudomonas aeruginosa) | inhibition, % at 5.6 µM | 290,000 compounds, 0.45% hits;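 active = inhibition above the mean plus 3 SD of all compounds in the same screening run, cut at about 4.5% in these data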;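 note: 0% = IMP-1 with DMSO and 100% = DMSO wells lacking enzyme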
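Material – recombinant IMP-1 enzyme, purified · Amount – IMP-1 0.2 nM before substrate addition · Medium – HEPES buffer pH 7.1 with ZnSO4 and Brij 35 · Timing – 25 °C, 15 min preincubation, 25 min reaction · Measured by – plate fluorescence quenching by hydrolysis product, ex 480/em 530 nm · Read-out – percent enzyme inhibition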
An asterisk follows results filed as active; . = no result given.

SMILES	SUMO HTRF inh	MEKK2mut PB1 HTS	VIM-2 inh	NS3 helicase inh	DNA FID counter	NALP1 yeast inh	MEKK2 WT-MEK5	PfM18AAP inh	IMP-1 inh
O=C1C(=O)N(CCCN2CCOCC2)C(c2ccc([N+](=O)[O-])cc2)/C1=C(\O)c1ccc2c(c1)OCCO2 (stereo not drawn)	16	-1	-0.4	8	-23	20	97	24	-2.6
COc1cccc(C(=O)NCc2ccc(-c3nc4ccccc4s3)cc2)c1	5	4	-5.3	-5	-7	17	105	6	-1.7
Cc1cc(C(=O)CN2C(=O)C(=O)N(Cc3ccccc3)C2=O)c(C)n1-c1ccccc1F	-15	-45	-2.0	-14	-10	-8	95	0	1.1
CC(=O)Oc1ccc2cc(-c3nc4ccccc4n3C)c(=O)oc2c1	56*	2	1.8	0	-5	16	103	-5	-0.1
O=[N+]([O-])c1cnc(Sc2ccncn2)s1	10	0	-2.5	-8	2	9	96	-39	-1.2
CCOC(=O)CN1N=C(/C=C/c2ccccc2)CCC1=O	.	-1	-1.0	9	-7	.	104	-2	-0.6
CCc1c(C)sc(NC(=O)Cc2ccccc2OC)c1C(=O)N1CCOCC1	0	-3	0.5	-6	-21	21	103	0	-0.7
CCOC(=O)CC1=Nc2ccccc2NC(=O)C1	11	-1	-1.5	-7	-6	22	102	-7	-2.1
Cc1ccccc1CN1CCN(Cc2ccc3cccc(F)c3n2)CC1CCO (stereo not drawn)	3	9	-3.1	1	-3	26	106	1	-3.6
O=C(c1ccccc1)c1nc[nH]c1C(=O)Nc1ccccn1	7	3	-3.1	13	-5	11	100	-2	-4.8
COc1ccc(NC(=O)CSc2nnc(Cc3cccs3)n2-c2ccc(C)cc2)cc1	-16	-3	-3.7	-6	-36	-4	91	1	-4.7
N[C@@H](Cc1ccc(O)cc1)c1nnc([C@H](CCC(=O)O)NC(=O)C2CCNCC2)o1	4	2	-4.3	11	-1	-4	99	6	-3.4
CNC(=O)/C(C#N)=C1/SC(Cc2ccc(F)cc2)C(=O)N1c1ccccc1 (stereo not drawn)	0	-27	-2.9	6	-18	7	82	4	-3.6
CCCCNC(=O)CCn1c(=O)c2ccccc2n(Cc2ccc(Cl)cc2)c1=O	20	-2	-1.6	-11	-4	-34	95	-6	-0.1
CCc1c(C(=O)NNC(=O)Nc2ccc3c(c2)OCO3)csc1C	17	-2	-1.9	1	-6	14	101	27	-2.4
Cc1ccccc1NS(=O)(=O)c1ccc(OCC(=O)N2CCCCC2)cc1	-6	4	-2.9	0	-23	2	101	1	-0.5
[N-]=[N+]=CC(=O)CCCN1C(=O)c2ccccc2C1=O	6	0	-0.1	0	-3	0	99	-13	-0.3
Cc1cccc(C)c1NC(=O)CN1C(=O)CCSc2ccc(S(=O)(=O)N3CCCC3)cc21	7	4	-1.6	5	-46	16	101	6	-1.6
Cc1ccc(Cn2c(CCC(=O)O)nc3ncccc3c2=O)cc1	7	12	-1.8	6	-15	0	107	-6	-3.3
Cc1[nH]c2ccc3ncccc3c2c1C	-3	-3	1.4	-5	3	35	100	2	-1.2
O=C(CN1CCN(c2ccccc2F)CC1)Nc1ccccc1F	0	6	-4.2	-2	-15	-21	106	0	-4.0
Cc1ccc(NC(=S)N2CCCN(Cc3ccc(F)cc3)C2)c(C)c1	4	-12	-1.6	-23	-10	2	84	-13	-3.1
Cc1ccc(CNc2nc(C)nc3sc4c(c23)CCC4)cc1	-11	-6	-2.4	10	-20	1	94	7	-1.6
CCCCN(C)CCC(=O)Nc1ccc(OC)cc1OC	9	7	-3.1	4	5	24	115	0	-3.4
Cc1cc(C)cc(N(C(=O)c2csnn2)C(C(=O)NC2CCCC2)c2cccnc2)c1 (stereo not drawn)	12	0	-0.1	-1	-17	14	99	-3	-1.6
N#CCc1nc2n(n1)Cc1ccccc1-2	-14	.	-0.9	0	0	-53	136*	5	0.1
Cc1cc(C(F)(F)F)nc(CCNCc2c(C(=O)N3CCCC3)nc3ccccn23)n1	14	-1	-1.3	1	11	10	95	-5	-3.5
CCCCNC(=O)c1ccc2c(=O)n(CCCOCC)c(=S)[nH]c2c1	11	5	-2.9	2	2	4	108	-2	-2.4
CCn1nc(C)c(CNC(=O)CCc2nnc(-c3ccc(C(C)=O)s3)o2)c1C	0	1	-0.3	9	-5	-8	97	-1	-1.5
Cc1cc2oc(=O)cc(CN(C)Cc3ccccc3Cl)c2cc1C	-24	6	-1.6	4	-27	7	100	-2	-2.3
CCOC(=O)c1c(C)[nH]c(C)c1C(=O)COC(=O)c1cccc(S(=O)(=O)N(CC)CC)c1	-24	.	-1.2	-11	-29	-4	.	2	-2.5
Cc1cc(NC(=O)Nc2ccc(Cl)cc2)n(-c2ccccc2)n1	5	-21	-0.9	-12	-4	.	94	-7	-1.0
CCCCC(c1nnnn1CS(=O)(=O)c1ccc(C)cc1)N1CCN(C)CC1 (stereo not drawn)	-4	-5	-6.0	-15	25	-2	98	4	-2.4
O=C(Nc1nccs1)c1ccc(COc2ccc(F)cc2)o1	9	4	-2.3	-2	-2	7	104	-2	-4.5
CC(C)CNC(=O)CN(c1cccc(Cl)c1)S(C)(=O)=O	12	2	-3.1	1	-3	10	106	-1	-2.3
CCC(=O)Nc1nnc(SCC(=O)Nc2ccc(F)cc2)s1	5	6	-2.7	3	-2	8	104	4	-2.4
COc1ccc(CCNC(=O)c2cc(-c3ccncc3)nc3c(Cl)cccc23)cc1OC	2	-3	0.4	-22	-32	-32	87	-10	-0.6
O=C(COc1nsnc1N1CCOCC1)N1CCOCC1	18	-6	-3.4	2	-1	-7	87	6	-2.3
CCOc1ccccc1CN1CCNC(=O)C1CC(=O)N(C)Cc1cnccn1 (stereo not drawn)	0	0	-0.3	2	-16	9	105	10	-1.5
CCN(CC)c1ccc(C(=O)N/N=C/c2ccc(N3CCOCC3)cc2)cc1	14	-7	-2.5	3	-4	6	93	5	-2.7
Cc1ccccc1CSc1nnc(-c2ccccc2)c(=O)[nH]1	16	-3	-2.5	9	-20	7	95	7	-3.8
CC1CC(C)(C)N2C(=O)C(=C(C#N)C#N)c3cccc1c32 (stereo not drawn)	-14	1	-0.8	-3	0	.	109	-1	-1.2
Cc1cc(=O)oc2cc(OC(C)C(=O)NC3CCN(Cc4ccccc4)CC3)ccc12 (stereo not drawn)	3	2	0.3	-1	15	2	104	1	-1.9
CC1=NN(c2ccccc2)C(=O)/C1=C\c1sccc1C	14	-24	-0.6	10	3	13	71	27	-0.8
CCC(Sc1nc(C)cc(C)n1)C(=O)Nc1cc(C)on1 (stereo not drawn)	13	-2	-1.1	-2	-4	3	93	0	-0.6
CCn1cc(C2=NOC(C(=O)Nc3ccccc3C(=O)OC)C2)c(C)n1 (stereo not drawn)	-21	7	-0.2	10	-17	12	104	3	-0.5
O=C(COC(=O)c1cc(S(=O)(=O)N2CCOCC2)ccc1Cl)Nc1ccc2c(c1)OCO2	21	.	-1.9	4	-8	20	93	-2	-1.3
O=C(COCc1cc(-c2ccco2)on1)NC1CCCCC1	-2	13	-4.0	19	-33	-6	103	11	0.3
CC(NS(=O)(=O)c1ccc(CCC(=O)NCc2ccco2)cc1)c1ccccc1 (stereo not drawn)	0	0	0.3	0	-18	15	98	-5	-1.0
Cc1ccnc(NCc2cccc3ccccc23)c1	4	3	-0.6	-35	16	17	106	12	0.9
CC(c1ccccc1)N(CC(=O)NC1CCCCC1)S(=O)(=O)c1cccc(C(F)(F)F)c1 (stereo not drawn)	-16	-2	-2.7	-5	-6	40	95	0	0.9
Cc1cc(C)c2[nH]c(C(=O)N3CCC(n4nccc4NC(=O)C4CC4)CC3)c(C)c2c1	-5	-4	-4.0	-14	-52	0	95	0	-2.6
COc1ccc(OC)c2c1CC(C)(C)NC2=O	0	2	-4.1	4	0	24	101	1	-3.5
CCOc1ccc(NC(=O)N[C@@H](Cc2ccccc2)C(=O)O)cc1	1	4	-0.3	-2	-10	-2	102	-3	-2.9
CCCc1nc2ccccc2c(C(=O)OCC(=O)c2ccc3c(c2)NC(=O)CO3)c1CC	5	-1	-3.7	9	-8	-1	95	-6	-1.5
COc1cc([N+](=O)[O-])ccc1NC(=O)Nc1ccc2c(c1)OCCO2	3	1	-1.5	-8	8	21	100	-2	-2.4
O=C(CSc1nccc(=O)[nH]1)N1CCN(c2ccccc2)CC1	6	6	-3.0	-6	-1	11	109	2	-2.2
O=C(Cc1ccc(S(=O)(=O)N2CCOCC2)s1)Nc1ccccc1N1CCOCC1	1	-4	-4.3	16	0	3	95	-8	-1.3
CC(C)COCC(O)CC(Cc1ccccc1)C(=O)NN (stereo not drawn)	13	-1	-2.2	2	-14	-4	95	8	-4.3
CC(=O)c1ccc(S(=O)(=O)NC2CCSc3ccccc32)cc1 (stereo not drawn)	14	1	-2.3	2	-13	8	96	6	-2.7
Additional structures.
SMILES	SUMO HTRF inh	MEKK2mut PB1 HTS	VIM-2 inh	NS3 helicase inh	DNA FID counter	NALP1 yeast inh	MEKK2 WT-MEK5	PfM18AAP inh	IMP-1 inh
CC(=O)Nc1cccc(-c2nn[nH]n2)c1	12	1	-3.9	-6	7	.	108	1	-3.4
CN(C)c1ccc(N/C=C/C(=O)c2ccco2)cc1	-1	5	0.1	25	-14	18	110	21	2.8
O=C(NNC(=S)Nc1ccc(Cl)cc1Cl)c1ccncc1	-6	-5	-2.9	-9	1	-5	91	5	-5.3
O=S(=O)(Nc1cc(S(=O)(=O)N2CCOCC2)ccc1N1CCOCC1)c1ccc2c(c1)OCCO2	-4	-4	-3.2	1	-15	-14	100	10	-2.9
COc1ccc(/C=C(\C#N)C(=O)c2cccn2C)cc1	1	0	-2.4	5	0	6	102	4	-0.9
CCN1CCN(c2ncnc3c2cnn3-c2ccccc2)CC1	16	13	0.0	-2	3	-6	113	-7	-3.4
O=C(CCCN1C(=O)S/C(=C\c2ccccc2)C1=O)NNC(=O)c1ccccc1O	-3	-2	-6.0	0	-4	-1	96	5	-1.8

Filtered by structure: the compounds so far containing a COOH group (3)
SMILES	SUMO HTRF inh	MEKK2mut PB1 HTS	VIM-2 inh	NS3 helicase inh	DNA FID counter	NALP1 yeast inh	MEKK2 WT-MEK5	PfM18AAP inh	IMP-1 inh
N[C@@H](Cc1ccc(O)cc1)c1nnc([C@H](CCC(=O)O)NC(=O)C2CCNCC2)o1	4	2	-4.3	11	-1	-4	99	6	-3.4
Cc1ccc(Cn2c(CCC(=O)O)nc3ncccc3c2=O)cc1	7	12	-1.8	6	-15	0	107	-6	-3.3
CCOc1ccc(NC(=O)N[C@@H](Cc2ccccc2)C(=O)O)cc1	1	4	-0.3	-2	-10	-2	102	-3	-2.9
